Compound activity from PubChem.
CHRM4 agonist = agonists of human muscarinic M4 receptor (CHRM4) | activation, % at 3 µM | 360,000 compounds, 0.14% hits | CHO-K1 hM4/Gqi5, Fluo-8 calcium fluorescence; vehicle 0%, full acetylcholine response 100%;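 active = activation above the run mean over all test wells plus 3 SD, cut at about 32% in these data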;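 also: peak over basal fluorescence ratio per well then scaled between controls; 0% = DMSO wells and 100% = acetylcholine at EC100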
Target sequence (P08173 whole entry, looked up): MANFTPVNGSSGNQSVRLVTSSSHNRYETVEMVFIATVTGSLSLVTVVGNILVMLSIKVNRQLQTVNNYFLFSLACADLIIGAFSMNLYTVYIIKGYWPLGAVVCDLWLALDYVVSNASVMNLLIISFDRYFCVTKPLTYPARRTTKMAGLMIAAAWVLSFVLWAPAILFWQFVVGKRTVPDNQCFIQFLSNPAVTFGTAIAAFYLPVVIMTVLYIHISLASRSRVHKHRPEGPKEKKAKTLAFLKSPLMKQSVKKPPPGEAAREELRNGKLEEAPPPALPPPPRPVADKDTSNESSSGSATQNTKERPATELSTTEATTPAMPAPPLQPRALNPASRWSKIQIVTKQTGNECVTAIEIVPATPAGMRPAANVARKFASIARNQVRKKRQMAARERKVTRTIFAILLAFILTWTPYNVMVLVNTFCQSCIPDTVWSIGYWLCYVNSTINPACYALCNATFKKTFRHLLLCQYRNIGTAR
CHRM5 PAM = CHRM5 positive allosteric modulation; P08912; CHO-K1 hM5, Fluo-8 calcium, ACh EC20 PAM; 0% = ACh EC20, 100% = ACh EC100; activation, % at 3 µM; 360,000 compounds, 0.3% hits;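 active = activation above the run cutoff, the mean activation of all test compounds plus 3 SD, cut at about 18% in these data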
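Assay system – human M5 receptor in CHO-K1 cells · Read-out – % activation, ACh-normalized · Technique – Fluo-8 calcium fluorescence · Dosing – single-point, 3 µM nominal · Incubation – Fluo-8 loading 80 min at 37 °C plus 30 min room temperature · Repeats – singlicate, one well per test compound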
CHRM1 antagonist = antagonists of human M1 muscarinic receptor; P11229; CHO-K1 hM1, Fluo-8 calcium fluorescence, ACh EC80 antagonist; inhibition, % at 3 µM; 360,000 compounds, 1.3% hits; AID 588852;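 active = percent inhibition above its own plate's cutoff, namely the mean of that plate's compound wells plus 3 SD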;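 also: peak over basal fluorescence ratio during 140 s after agonist addition; 0% = ACh EC80 plus DMSO and 100% = DMSO alone without agonist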
Target sequence (P11229 whole entry, looked up): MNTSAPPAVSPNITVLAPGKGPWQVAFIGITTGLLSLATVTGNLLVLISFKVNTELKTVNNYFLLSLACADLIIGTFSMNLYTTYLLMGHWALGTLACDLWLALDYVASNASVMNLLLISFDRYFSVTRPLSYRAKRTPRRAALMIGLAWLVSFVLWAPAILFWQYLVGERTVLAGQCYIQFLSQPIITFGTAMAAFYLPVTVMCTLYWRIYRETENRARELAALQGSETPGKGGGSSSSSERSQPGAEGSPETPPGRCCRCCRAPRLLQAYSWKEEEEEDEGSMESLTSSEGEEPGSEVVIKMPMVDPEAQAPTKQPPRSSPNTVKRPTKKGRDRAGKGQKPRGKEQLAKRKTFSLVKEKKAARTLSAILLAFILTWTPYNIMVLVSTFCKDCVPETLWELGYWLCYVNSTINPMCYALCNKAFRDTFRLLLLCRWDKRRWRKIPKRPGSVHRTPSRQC
M5 antag = CHRM5 antagonism in calcium assay; inhibition, % at 3 µM; 360,000 compounds, 0.59% hits; AID 624040; CHO-hM5 cells, Fluo-8 calcium fluorescence, ACh EC80; P08912;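 active = inhibition above a per-plate cutoff, the mean of that plate's test compounds plus 3 SD, cut at about 27% in these data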;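 also: 0% = acetylcholine EC80 with DMSO and 100% = DMSO without agonist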
CHRM4 PAM = CHRM4 positive allosteric modulation; 360,000 compounds, 0.4% hits; CHO-K1 hM4/Gqi5, Fluo-8 calcium fluorescence, ACh EC20; 0% = ACh EC20, 100% = maximal ACh; activation, % at 3 µM;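 active = activation above its plate's cutoff, the mean activation of sample wells plus 3 SD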; also: some results filed as inactive read as strong as hits
M5 ag = agonists of human muscarinic M5 receptor (CHRM5). CHO-K1 hM5 cells, Fluo-8 calcium fluorescence; 0% DMSO wells, 100% maximal acetylcholine response. activation, % at 3 µM. 360,000 compounds, 0.19% hits;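 active = activation above the run's mean over test compounds plus 3 SD, cut at about 23% in these data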;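 also: signal is peak over basal fluorescence ratio across the kinetic read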
CRFBP-R2 agonist = CRF-BP/CRF-R2 complex agonism. AID 588473. activation, % at 13.2 µM. 350,000 compounds, 0.46% hits. HEK293 CRF-R2/CRF-BP, calcium dye fluorescence (FLIPR); percent of saturating CRF peptide response;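 active = activation of at least 50%, plus an integration ratio under a set limit after plate pattern correction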;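 also: plate controls were neutral control wells without compound for no effect and CRF at EC100 for full effect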
CHRM1 PAM = positive allosteric modulators of human M1 muscarinic receptor | P11229 | CHO-K1 hM1, Fluo-8 calcium fluorescence, ACh EC20; 0% = ACh EC20, 100% = maximal ACh | activation, % at 3 µM | 360,000 compounds, 0.088% hits | AID 588819; in the data active = activation above about 19%, passing the limit was not always enough
M4 antag = antagonists of human muscarinic M4 receptor (CHRM4). CHO-hM4 cells, ACh EC80, Fluo-8 calcium fluorescence. inhibition, % at 3 µM. 360,000 compounds, 0.73% hits. AID 624125;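 active = inhibition above its plate's cutoff, the mean inhibition of sample wells plus 3 SD, cut at about 27% in these data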;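 also: 0% = acetylcholine EC80 with DMSO and 100% = DMSO without agonist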
* marks the source's active call; other numbers are inactive results; . = not tested or not shown.

item	structure	CHRM4 agonist	CHRM5 PAM	CHRM1 antagonist	M5 antag	CHRM4 PAM
1	Cc1nc2ccccn2c1C(=O)NC1CCCCC1	1	0	2	-5	13
2	COc1ccc(NC(=O)C(Br)C(C)C)cc1 (stereo not given)	0	-7	-1	-8	8
3	Cc1ccccc1-n1ncc2c1CC(C)(C)CC2NC(=O)CCC1=NNC(=O)CC1 (stereo not given)	0	2	-6	-19	5
4	COc1cccc(-c2nn(-c3ccccc3)cc2CN(C)Cc2ccon2)c1	4	3	-5	-5	-1
5	Cc1ccc(CCNC(=O)C2CCC(=O)N2Cc2ccc(F)cc2)cc1 (stereo not given)	17	-8	1	11	-5
6	N#CN=C(c1ccccc1)c1ccccc1	0	-1	10	4	2
7	O=C(NCc1ccccc1C(F)(F)F)C1CCC(=O)N(CCCc2ccccc2)C1 (stereo not given)	2	5	-4	-1	1
8	C#CCOCCOCCOCCNc1nc(N2CCN(C(=O)CCCCCCCCCCNC(=O)Cn3cc(CCCCCN)nn3)CC2)nc(N2CCN(C(=O)CCCCCCCCCCNC(=O)[C@@H]([C@H](C)O)n3cc(C)nn3)CC2)n1	7	-3	1	1	-10
9	Cc1cccc(OCCCCc2c(C)n[nH]c2C)c1C	11	-10	15	8	-5
10	CCN(Cc1ccccc1)C(=O)C1CCN(Cc2ccc(SC)cc2)CC1	5	-1	-11	2	8
11	OCCCNc1cc(-c2ccccc2)nc2cc(-c3ccc(F)cc3)nn12	9	-8	-1	9	-3
12	O=C(Nc1cccc(Cl)c1N1CCOCC1)c1ccco1	4	8	3	7	-2

item	M5 ag	CRFBP-R2 agonist	CHRM1 PAM	M4 antag
1	0	-2.0	3	-3
2	-4	-0.6	-2	-2
3	-6	2.6	3	-19
4	-4	1.5	0	-19
5	0	-0.8	3	3
6	-1	-0.7	-1	13
7	-4	-5.4	6	-2
8	-3	19	-14	5
9	2	-0.9	-7	2
10	-11	5.0	0	-8
11	2	-0.8	1	1
12	-2	-0.8	3	2

No new results follow: 11 of the compounds above.
item	structure	CHRM4 agonist	CHRM5 PAM	CHRM1 antagonist	M5 antag	CHRM4 PAM
2	COc1ccc(NC(=O)C(Br)C(C)C)cc1 (stereo not given)	0	-7	-1	-8	8
3	Cc1ccccc1-n1ncc2c1CC(C)(C)CC2NC(=O)CCC1=NNC(=O)CC1 (stereo not given)	0	2	-6	-19	5
4	COc1cccc(-c2nn(-c3ccccc3)cc2CN(C)Cc2ccon2)c1	4	3	-5	-5	-1
5	Cc1ccc(CCNC(=O)C2CCC(=O)N2Cc2ccc(F)cc2)cc1 (stereo not given)	17	-8	1	11	-5
6	N#CN=C(c1ccccc1)c1ccccc1	0	-1	10	4	2
7	O=C(NCc1ccccc1C(F)(F)F)C1CCC(=O)N(CCCc2ccccc2)C1 (stereo not given)	2	5	-4	-1	1
8	C#CCOCCOCCOCCNc1nc(N2CCN(C(=O)CCCCCCCCCCNC(=O)Cn3cc(CCCCCN)nn3)CC2)nc(N2CCN(C(=O)CCCCCCCCCCNC(=O)[C@@H]([C@H](C)O)n3cc(C)nn3)CC2)n1	7	-3	1	1	-10
9	Cc1cccc(OCCCCc2c(C)n[nH]c2C)c1C	11	-10	15	8	-5
10	CCN(Cc1ccccc1)C(=O)C1CCN(Cc2ccc(SC)cc2)CC1	5	-1	-11	2	8
11	OCCCNc1cc(-c2ccccc2)nc2cc(-c3ccc(F)cc3)nn12	9	-8	-1	9	-3
12	O=C(Nc1cccc(Cl)c1N1CCOCC1)c1ccco1	4	8	3	7	-2

item	M5 ag	CRFBP-R2 agonist	CHRM1 PAM	M4 antag
2	-4	-0.6	-2	-2
3	-6	2.6	3	-19
4	-4	1.5	0	-19
5	0	-0.8	3	3
6	-1	-0.7	-1	13
7	-4	-5.4	6	-2
8	-3	19	-14	5
9	2	-0.9	-7	2
10	-11	5.0	0	-8
11	2	-0.8	1	1
12	-2	-0.8	3	2

(continued)
item	structure	CHRM4 agonist	CHRM5 PAM	CHRM1 antagonist	M5 antag	CHRM4 PAM
13	CCC(C)c1ccc(NC(=O)NCCN2CCCCC2)cc1 (stereo not given)	6	5	-15	7	-7
14	CC(C)Cc1ccc(C(C)C(N)=Nc2ccc(O)cc2)cc1 (stereo not given)	5	2	12	-3	-9
15	C=CCOC(=O)/C(=C/c1cccc2ccccc12)NC(=O)c1ccccc1	2	-9	-1	0	7
16	CC(C)(C)OC(=O)N1CCC(C(=O)Nc2ccc3c(c2)CCC3)CC1	1	-4	-8	6	-2
17	CC(NC(=O)Cc1c(F)cccc1Cl)C1CCCO1 (stereo not given)	1	1	-10	3	16
18	COc1cc(OC)c(NS(=O)(=O)c2ccc(Cl)c(C(=O)OC(C)C(=O)N3CCCC3)c2)cc1Cl (stereo not given)	10	-8	5	8	-1
19	Cn1ccc2c(/C=C/c3ccc(F)cc3)cc3c(c21)C1CCC3O1 (stereo not given)	-2	-6	-9	3	-2
20	CCOc1ccc(C2CC(c3cccc(Cl)c3)n3nc(N)nc3N2)cc1 (stereo not given)	2	-7	-3	5	-3
21	O=C(COc1ccc(S(=O)(=O)N2CCOCC2)cc1Cl)NCCCn1ccnc1	0	6	-7	1	8
22	CN(C)CCN(C(=O)c1ccc2c(c1)OCCO2)c1nc2ccc(Cl)cc2s1	2	14	-14	-1	6
23	CCOC(=O)C1CCN(C(=O)Nc2ccc(NC(=O)C3CCN(C(=O)OCC)CC3)cc2)CC1	1	-4	7	1	-2
24	O=S(=O)(N/N=C/c1ccc2c(c1)OCCO2)c1ccc(Cl)cc1	-1	7	-1	-7	-3

item	M5 ag	CRFBP-R2 agonist	CHRM1 PAM	M4 antag
13	-2	-0.6	5	5
14	-17	-1.1	-9	1
15	-3	-0.8	-1	-19
16	-1	1.0	13	-1
17	-8	5.7	8	-17
18	5	-1.2	-2	4
19	-2	.	7	-10
20	2	0.1	-2	7
21	-1	-1.7	9	-1
22	-5	3.7	12	3
23	4	-0.9	4	2
24	1	0.0	1	12

The listing continues:
item	structure	CHRM4 agonist	CHRM5 PAM	CHRM1 antagonist	M5 antag	CHRM4 PAM
25	O=C(NCc1ccccc1)C(C1CC1)n1c(=O)c(-c2ccco2)nc2ccccc21 (stereo not given)	9	-1	.	11	1
26	CCOc1ccc(NC(=S)N2CCC(C(N)=O)CC2)cc1	1	0	-8	-3	13
27	COc1ccc(/C=C/C(=O)OCC(=O)N(C)c2c(N)n(Cc3ccccc3)c(=O)[nH]c2=O)cc1OC	1	1	7	1	4
28	COc1ccc(CNC(=O)COc2cc(O)c3c(c2)OC(C)(C)CC3=O)c(OC)c1	8	-6	-10	-2	6
29	COc1ccc(OC)c2c(N3CCN(C)CC3)cc(C(F)(F)F)nc12	0	10	-6	4	-3
30	COCCNC(=O)C1(C)CCCN(Cc2ccc(Oc3ccccc3)cc2)C1 (stereo not given)	2	4	9	3	-3
31	COc1ccc(Cl)cc1NC(=O)Nc1cccc([N+](=O)[O-])c1C	5	-1	-2	-5	-1
32	CCOC(=O)N1CCN(C(=O)C(NS(=O)(=O)c2cccc3nsnc23)c2ccccc2)CC1 (stereo not given)	0	2	-7	2	1
33	CSCC(C)N1CCC(CO)(CCc2ccccc2)CC1 (stereo not given)	1	3	-17	5	-6
34	COc1ccccc1N1CCN(C(=O)C2CCN(C(=O)c3ccccc3Cl)CC2)CC1	3	0	-4	-2	-1
35	Cc1onc(-c2c(F)cccc2Cl)c1C(=O)Nc1nccs1	11	-3	16	2	-3
36	O=C(CC1SC(N2CCOCC2)=NC1=O)Nc1ccccc1F (stereo not given)	2	2	-11	4	8

item	M5 ag	CRFBP-R2 agonist	CHRM1 PAM	M4 antag
25	2	.	.	4
26	-2	-1.1	6	2
27	3	-0.4	4	1
28	1	-0.5	2	-28
29	-8	0.6	8	-2
30	-4	.	-9	-7
31	-4	1.1	0	-9
32	-3	1.5	8	1
33	-2	1.0	9	0
34	0	1.0	2	5
35	4	-0.5	-12	-4
36	-1	0.1	8	-21

(cont.)
item	structure	CHRM4 agonist	CHRM5 PAM	CHRM1 antagonist	M5 antag	CHRM4 PAM
37	CCCOc1ccc(-c2cc(C(=O)NCC3CCCO3)c3ccccc3n2)cc1 (stereo not given)	9	-15	10	2	-16
38	CC(=O)c1cccc(CN2CCC(n3nccc3NC(=O)c3ccc4c(c3)OCO4)CC2)c1	2	0	-14	-1	-2
39	C[n+]1ccc(/C=C/c2cccs2)cc1	0	-10	18	11	-19
40	Cc1ccc(NC(=O)CN(C)C(=O)Cn2ncc(Cl)c(Cl)c2=O)cc1	-2	-8	-4	4	-12
41	COc1ccc(NCc2ccc([N+](=O)[O-])s2)c(OC)c1	-1	-10	9	15	-9
42	COc1ccc(S(=O)(=O)N(C)c2ccc(C(=O)NCc3ccccn3)cc2)cc1OC	2	-1	-9	0	-3
43	CCN(CC(=O)Nc1cc(Cl)ccc1C)C(=O)COc1ccccc1F	2	1	-5	-13	1
44	CC(NC(=O)CN1C(=O)NC2(CCCCCC2)C1=O)c1ccccc1 (stereo not given)	0	2	4	5	-4
45	Oc1c(C(Nc2cccc(C(F)(F)F)c2)c2cccnc2)ccc2cccnc12 (stereo not given)	2	-2	-11	2	2
46	O=C(N=Nc1c(O)[nH]c2ccc(F)cc12)c1ccc(NS(=O)(=O)c2cccs2)cc1	2	-7	-8	10	6

item	M5 ag	CRFBP-R2 agonist	CHRM1 PAM	M4 antag
37	-4	-2.9	-6	8
38	-6	-2.3	9	-9
39	-18	13	-12	1
40	-2	-0.4	6	12
41	-5	0.7	-8	7
42	-2	-0.4	8	0
43	0	-1.2	8	-5
44	4	1.0	-3	11
45	0	1.4	10	-4
46	0	-0.5	7	0
